Screening data as filed in PubChem BioAssay.
TbPYK inhibitor: inhibitors of Trypanosoma brucei pyruvate kinase | Q57TT1 | TbPYK enzyme, Kinase-Glo Plus ATP luminescence, 45 min | Potency, µM (highest dose often 76.8 µM), for inactives: top-dose activity, negative = inhibition, usual class: inhibitors | 0.12% of 410,000 active | AID 624173; active means well fitted inhibition curve with a large enough effect; further: nearly all actives have a fitted effect of over 50% in size
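In this concentration-response screen, enzyme-free wells defined baseline while DMSO plates tracked drift. Each reaction combined TbPYK, substrate, compound and 130 uM ADP for 45 min at room temperature. Kinase-Glo Plus luminescence gave the signal.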
Starred values were filed as active, the others as inactive; [ ] = another dose, or the depositor's remark. On the % scale 0 is the no-effect control and ±100 the full control effect; potency means the concentration at half of the fitted maximal effect. A portion of the library, so the mix of outcomes need not match the whole.

SMILES	TbPYK inhibitor
CCn1cc2nc(SCc3cccc(C(F)(F)F)c3)n(Cc3ccc(C)cc3)c(=O)c2n1	5.0%
Cc1ccc(CNC(=O)c2ccc(N3Cc4ccccc4Oc4ncccc43)s2)cc1	-4.4%
COc1ccc(Cl)cc1Cn1c(C)c(C(=O)NCc2cccc(Cl)c2)sc1=O	0.5%
CCOc1ccc(CNCc2c(C(=O)O)c(C)n(Cc3c(F)cccc3Cl)c2C)cc1OC	-11.0%
COc1ccc(NC(=O)N(C)[C@H]2C[C@H]3c4[nH]c5ccccc5c4CCN3C(=O)[C@H]2[C@H](C)O)cc1	-7.4%
O=C(COc1ccccc1-c1nnc(-c2ccccc2)o1)Nc1ccc(Br)cc1F	4.3%
COc1cccc(-c2nc(CSCC(=O)NCCc3ccc(Cl)cc3)c(C)o2)c1	-1.8%
COCCc1nn2c(=O)cc(COC(=O)c3cccs3)nc2s1	-3.6%
c1ccc(-c2cc3ncc4c(n3n2)-c2ccccc2OC4)cc1	-1.2%
O=C(Nc1ccc2c(c1)OCO2)c1cccn(Cc2ccccc2)c1=O	-0.1%
COc1cccc(-c2ncnn2-c2sc3c(c2C#N)CCCCC3)c1OC	-9.5%
O=C(CCC(=O)N1Cc2ccccc2Oc2ncccc21)NCc1cccc(Cl)c1	1.0%
CCn1c(=O)cc(OCC(=O)NCc2ccccc2OC)c2ccccc21	4.7%
Cc1ccc(CCNC(=O)C2CC(=O)N(CCc3ccc(C)cc3)C2)cc1 (stereo unspecified)	20.6%
CC(C)(C)c1ccc(CC(=O)N2CCC2(C)C(=O)NS(=O)(=O)c2cccc(Cl)c2)cc1 (stereo unspecified)	3.5%
CCOC(=O)c1cc(-c2ccc(OC)cc2)n(CCC(=O)Nc2ccc(OC)cc2OC)c1C	-14.0%
CCN1C(=O)[C@H]2[C@@H](c3ccc(C(F)(F)F)cc3)N[C@]3(CCCN(CC4CCCCC4)C3=O)[C@H]2C1=O	3.4%
CCOC(=O)Nc1ccc2c(c1)C(=NNC(=S)NC)c1ccccc1-2	2.7%
CC1CCC(NC(=O)c2ccc(Br)o2)CC1 (stereo unspecified)	-1.9%
Cc1cc(=O)oc2cc(OCC(=O)Nc3c(C(C)C)cccc3C(C)C)ccc12	0.3%
COc1ccc2c(c1)c(N1CCCC1=O)c(C(=O)Nc1cc(C)c(Cl)cc1OC)n2C	1.1%
COc1ccc(Cl)cc1CC1(C)C(=O)Nc2ccc(-c3ccccc3OC)cc21 (stereo unspecified)	-3.5%
Cc1nc2nncn2c(Nc2ccc(F)cc2)c1C	0.5%
CCN(CC)C(=O)Cn1cc(SCC(=O)Nc2ccc(C)cc2)c2ccccc21	-6.3%
CCOC(=O)Cn1c(=O)n(CC2CCCO2)c2nc(-c3cc(OC)ccc3OC)nc(C(N)=O)c21 (stereo unspecified)	-7.2%

In another format: results already given.
molecule,TbPYK inhibitor
Cc1cc(=O)oc2cc(OCC(=O)Nc3c(C(C)C)cccc3C(C)C)ccc12,0.3%
CCOC(=O)c1cc(-c2ccc(OC)cc2)n(CCC(=O)Nc2ccc(OC)cc2OC)c1C,-14.0%

Continuation:
SMILES	TbPYK inhibitor
O=C(NC(c1ccc(Cl)cc1)c1cnccn1)C1CCN(Cc2cccc(C(F)(F)F)c2)CC1 (stereo unspecified)	-4.7%
CN(C)c1ccc(-c2ccnc3c2CC(C)(C(=O)NCc2ccncc2)O3)cc1 (stereo unspecified)	4.9%
CCOc1ccc(N(C(=O)Cn2nnc3ccccc32)C(C(=O)NCc2ccccc2)c2ccc(OC)cc2)cc1 (stereo unspecified)	0.0%
NC(=O)N1CCN(CCCN2c3ccccc3Sc3cc(Cl)ccc32)CC1	-2.6%
Cc1ccc(Sc2ccc(N3CCCC(C(=O)Nc4ccc(Cl)cc4)C3)nn2)cc1 (stereo unspecified)	2.9%
Cc1ccc(NC(=O)c2cc(C)nc3c2c(C)nn3-c2cccc(Cl)c2C)c(C)c1	1.6%
Cn1c(=O)c2cc(NC(=O)Nc3cccnc3)ccc2n1Cc1ccc(Cl)cc1	-13.0%
O=C(Nc1cccc(-c2nc3ccccc3o2)c1)c1ccc(-c2ccc(Br)cc2)o1	2.8%
COC(=O)c1ccc2c(c1)sc(=NC(=O)c1ccc(S(=O)(=O)N3CCCCC3)cc1)n2C	3.6%
Cc1cccc(NC(=O)c2c(NC(=O)C(F)(F)F)sc3c2CCCCC3)c1	2.9%
CCOc1ccc(CCNC(=O)c2ccc3c(c2)c(C)c(C)n3Cc2ccccc2)cc1OCC	5.1%[15.4 µM]
CCC(=O)N1CCc2cc(Br)cc(S(=O)(=O)CCC(=O)Nc3cccc(Cl)c3)c21	-2.0%
COc1ccc(-c2noc(N(c3ccc(F)c(Cl)c3)c3nc(-c4ccc(OC)c(OC)c4)no3)n2)cc1OC	1.1%
Cc1nc2cnc(N3CCOCC3)nc2n(CCC#N)c1=O	-11.0%
C[C@@H]1CN([C@@H](C)CO)S(=O)(=O)c2ccc(Br)cc2O[C@H]1CN(C)C(=O)Nc1ccc(C(F)(F)F)cc1	-7.8%
CCOC(=O)c1ccc(NC(=O)CN2Cc3ccccc3C2=O)cc1	-1.6%
CC1CCCCC1NC(=O)CSc1ncnc2sccc12 (stereo unspecified)	-3.8%
O=C(c1ccc(CS(=O)c2ccccc2Cl)o1)N1CCN(c2cccc(Cl)c2)CC1 (stereo unspecified)	-0.1%
O=[N+]([O-])c1ccc(S(=O)(=O)NCC(c2ccc3c(c2)OCO3)N2CCOCC2)cc1 (stereo unspecified)	3.0%
Cc1c(Cl)cccc1NC(=O)CCS(=O)(=O)c1ccc2c(c1)CC(=O)N2C	-1.6%
Cc1cccc(CNS(=O)(=O)c2ccc3[nH]c(=O)ccc3c2)c1	0.7%
CCCn1c(SCc2nc(-c3cc(OC)ccc3OC)no2)nnc1-c1ccc(Cl)cc1	3.0%
CC(C)c1ccc(C(=O)N2CCCC(c3cc(C(=O)Nc4ccccc4Cl)no3)C2)cc1 (stereo unspecified)	-9.6%
O=C(CCl)N1c2ccccc2Sc2ccc3ccccc3c21	0.2%
Cc1c(Cl)cccc1NC(=O)Cn1c(=O)nc(-c2ccccc2)c2ccccc21	-4.8%

An excerpt from the list above, for reference:
SMILES	TbPYK inhibitor
O=C(NC(c1ccc(Cl)cc1)c1cnccn1)C1CCN(Cc2cccc(C(F)(F)F)c2)CC1 (stereo unspecified)	-4.7%
CN(C)c1ccc(-c2ccnc3c2CC(C)(C(=O)NCc2ccncc2)O3)cc1 (stereo unspecified)	4.9%
CCOc1ccc(N(C(=O)Cn2nnc3ccccc32)C(C(=O)NCc2ccccc2)c2ccc(OC)cc2)cc1 (stereo unspecified)	0.0%

(further entries)
SMILES	TbPYK inhibitor
CCOC(=O)c1cc2c(=O)n3ccccc3nc2n(CC2CCCO2)c1=NC(=O)c1ccccc1F (stereo unspecified)	-2.5%
CC(=O)Nc1ccc(NC(=O)c2cc(-c3ccc4c(c3)OCCO4)on2)cc1	-3.3%
Cc1nn(C)c2c1c(-c1ccccc1)cc(=O)n2CC(=O)NC(C)C	-1.4%
CC(C)(C)C1CCc2nc(NC(=O)Cc3ccc(Cl)cc3)sc2C1 (stereo unspecified)	1.5%
CCc1ccc(CNC(=O)C2CCCN(S(=O)(=O)c3ccc4c(ccn4C)c3)C2)cc1 (stereo unspecified)	0.3%
NC(=O)c1cccc(Nc2nc(C(N)C3CCCCC3)cs2)n1 (stereo unspecified)	0.2%
Fc1ccc(-c2ccc(CNCCSc3nnnn3-c3ccccc3)o2)cc1	1.4%
Clc1ccccc1-c1ccc2nccn2c1	-0.8%
COc1cc(OC)nc(Nc2nc(CN)cs2)n1	6.1%
C[C@@H]1CN([C@@H](C)CO)S(=O)(=O)c2ccc(Br)cc2O[C@H]1CN(C)C(=O)C1CCC1	-4.0%
Cn1cccc1-c1cc2n(n1)CCC(=O)N2CCCC(=O)NCc1ccc(F)cc1	1.0%
CCc1nc2ccc(C(=O)Nc3ccc(OC)c(OC)c3)cn2c1N(C)Cc1nccs1	5.3%
COc1cccc(CNC(=O)CCc2c(C)c3cc4c(C)coc4c(C)c3oc2=O)c1	-4.8%
c1ccc(CN2CC[C@@]3(CCCNC3)C2)cc1	1.4%
Cc1ccc(C)c(NC(=O)CSC2=Nc3ccccc3N=C(c3ccc(F)cc3)C2)c1	-3.5%
CC(OC(=O)c1cccnc1Cl)C(=O)NC1CCCCC1 (stereo unspecified)	0.8%
O=C(CSc1nc2c([nH]c3ccccc32)c(=O)n1-c1ccccc1)N1CCCC1	4.2%
CCCCc1ccc(C(=O)N/C(=C\c2ccc(C)cc2)C(=O)NC2CCCCC2)cc1	2.4%
Cc1cccn2c(=O)c(C(=O)NC(C)c3ccccc3)cnc12 (stereo unspecified)	0.0%
Cc1ccc(NC(=O)c2cn3c4c(ccc(Cl)c4c2=O)OC(C)C3)cc1C (stereo unspecified)	-2.2%
CCCCNS(=O)(=O)c1ccc2nc(-c3cccnc3)cc(C(=O)NCCC)c2c1	-2.8%
COc1ccc(-c2cc3ccc(O)c(CN4CCCC(C)C4)c3oc2=O)cc1OC (stereo unspecified)	-2.6%
O=C(CCc1nnc2n(Cc3ccccc3Cl)c(=O)c3ccccc3n12)Nc1ccc(F)cc1	-11.0%
O=c1[nH]c2cc(Cl)cc([N+](=O)[O-])c2c2ccc(Cl)cc12	2.7%
COc1ccccc1CNc1nc2cc(-c3ccccc3C)sc2c(=O)n1C	-1.9%
The list goes on.
SMILES	TbPYK inhibitor
O=[N+]([O-])c1ccc2c([N+](=O)[O-])ccc3c2c1CC3	-4.5%
CCCC12CN3CC(C)(CN(C1)C3c1cn(CC)c3ccccc13)C2=O (stereo unspecified)	-2.9%
Cc1ccc(-n2ncc3c(NCCc4ccc(S(N)(=O)=O)cc4)ncnc32)cc1	-2.6%
CC1CCN(c2ccc(-c3cccc(NS(=O)(=O)c4ccc(Cl)s4)c3)nn2)CC1	2.1%
Cc1nc(C(F)(F)F)ccc1C(=O)N1CCC1(C)C(=O)NS(=O)(=O)c1ccc(C#N)cc1 (stereo unspecified)	3.3%
CCC(=O)Nc1ccccc1-c1nc2ccccc2n(C(CC)C(=O)Nc2cccc(C(C)=O)c2)c1=O (stereo unspecified)	6.4%
O=C(Nc1ccc(F)cc1)C1CCN(S(=O)(=O)c2ccc3c(c2)CCCN3C(=O)C2CCC2)CC1	-0.3%
Cc1cc(C)cc(NS(=O)(=O)c2ccc(-c3cc(C)no3)cc2)c1	3.1%
CCOC(=O)NC1(C(F)(F)F)NC(=O)N(c2ccc(C)c(C)c2)C1=O (stereo unspecified)	3.6%
CCCSCCCNC(=O)C1CCN(c2nn3cc(-c4ccc(F)cc4)nc3s2)CC1	-1.5%[15.4 µM]
CC(C)COC(=O)N(C)C[C@@H]1OCc2cnnn2CCCC(=O)N([C@H](C)CO)C[C@@H]1C	-4.7%
Cc1cc(C)c(NC(=O)Nc2csc3c2CCCC3)c(C)c1	-5.8%
Cn1cnc(S(=O)(=O)N2CCCCC2c2cc(C(=O)Nc3ccccc3Cl)no2)c1 (stereo unspecified)	-6.2%
Cc1cc(C)n(C(C)CC(=O)Nc2ccc(Cl)cc2C)n1 (stereo unspecified)	8.2%
O=C(Nc1ccc(F)cc1F)c1ccc(-n2cnc3cccnc32)cc1	3.5%
Cc1ccc(CNC(=O)c2c(Nc3ccccc3C)sc(C(=O)c3ccc(F)cc3)c2N)cc1	-8.4%
COc1ccc(-n2c(=O)c3ccccc3n(CC(=O)NCCc3ccccc3)c2=O)c(OC)c1	4.9%
COc1ccccc1CNC(=O)CCC1N=C2c3ccccc3N=C(SCC(=O)Nc3ccc(N(C)C)cc3)N2C1=O (stereo unspecified)	-3.3%
O=C(c1cc2ccccc2oc1=O)N1CCN(c2ccc(F)cc2)CC1	-7.6%
COc1ccc(NC(=O)Cn2ccn(-c3ccccc3)c(=O)c2=O)cc1	-3.4%
CCCN1CCN(CCCNC(=O)c2cnn(-c3ccc(F)cc3)c2-n2cccc2)CC1	-7.8%
CCN(c1ccccc1)S(=O)(=O)c1ccc(NC(=O)c2cc(=O)c3cc(C)cc(C)c3o2)cc1	-6.2%
CC1(C(=O)Nc2ccc3nc[nH]c3c2)CCN1C(=O)Cc1ccc(-c2ccccc2)cc1 (stereo unspecified)	0.3%
COc1ccc(-c2cn3nc(N4CCCC(C(=O)NCc5ccccc5C)C4)sc3n2)cc1 (stereo unspecified)	-0.8%[15.4 µM]
COc1ccc(Br)cc1C(=O)Nc1cccc2ccc(C)nc12	-2.6%
Continued.
SMILES	TbPYK inhibitor
Cc1ccc(NC(=O)c2oc3ccccc3c2NC(=O)c2ccc(F)c(F)c2)cc1	-1.4%
COc1ccc2nc(NS(=O)(=O)c3ccc(C)cc3)c(Nc3cc(Cl)ccc3OC)nc2c1	-6.3%
CC(=O)Nc1cc(-c2cccc(N)c2)cn2c(-c3ccccc3)cnc12	1.2%
COc1ccc(CN2C(=O)c3ccccc3C2(C)c2nc3ccccc3[nH]2)cc1 (stereo unspecified)	6.9%
COc1ccc(Nc2ncc3c(n2)CCN(Cc2ccc(Br)s2)C3)c(OC)c1	-6.2%
Cc1cn2c(=O)cc(COc3cccc(NC(=O)c4ccccc4Cl)c3)nc2s1	2.6%

Look-ups from the list:
In TbPYK inhibitor, `CC(=O)Nc1cc(-c2cccc(N)c2)cn2c(-c3ccccc3)cnc12` is listed with 1.2%
In TbPYK inhibitor, `COc1ccc(CN2C(=O)c3ccccc3C2(C)c2nc3ccccc3[nH]2)cc1` (stereo unspecified) is listed with 6.9%
In TbPYK inhibitor, `Cc1cn2c(=O)cc(COc3cccc(NC(=O)c4ccccc4Cl)c3)nc2s1` is listed with 2.6%
In TbPYK inhibitor, `Cc1ccc(NC(=O)c2oc3ccccc3c2NC(=O)c2ccc(F)c(F)c2)cc1` is listed with -1.4%
In TbPYK inhibitor, `COc1ccc2nc(NS(=O)(=O)c3ccc(C)cc3)c(Nc3cc(Cl)ccc3OC)nc2c1` is listed with -6.3%
In TbPYK inhibitor, `COc1ccc(Nc2ncc3c(n2)CCN(Cc2ccc(Br)s2)C3)c(OC)c1` is listed with -6.2%
